RAD54 branch = inhibitors of human RAD54 branch migration, primary screen, biochemical, fluorescence, single point. actives 0.14% (n = 360,000). RAD54 Holliday junction branch migration, FAM/BHQ fluorescence. inhibition, % at 10.4 µM. DNA repair and recombination protein RAD54-like (Homo sapiens), Q92698;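 active = mean normalized replicate activity at least 40 and at least half of replicates scoring 40 or more; inconclusive = only one of the two criteria met; inactive = mean below 40 and under half of replicates reaching 40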;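 also: 0% = median of neutral control wells and 100% = median of positive control wells; inhibitors cause a drop in the FAM fluorescence signal; in these data hits start at about 50%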
Target sequence (Q92698 whole entry, looked up): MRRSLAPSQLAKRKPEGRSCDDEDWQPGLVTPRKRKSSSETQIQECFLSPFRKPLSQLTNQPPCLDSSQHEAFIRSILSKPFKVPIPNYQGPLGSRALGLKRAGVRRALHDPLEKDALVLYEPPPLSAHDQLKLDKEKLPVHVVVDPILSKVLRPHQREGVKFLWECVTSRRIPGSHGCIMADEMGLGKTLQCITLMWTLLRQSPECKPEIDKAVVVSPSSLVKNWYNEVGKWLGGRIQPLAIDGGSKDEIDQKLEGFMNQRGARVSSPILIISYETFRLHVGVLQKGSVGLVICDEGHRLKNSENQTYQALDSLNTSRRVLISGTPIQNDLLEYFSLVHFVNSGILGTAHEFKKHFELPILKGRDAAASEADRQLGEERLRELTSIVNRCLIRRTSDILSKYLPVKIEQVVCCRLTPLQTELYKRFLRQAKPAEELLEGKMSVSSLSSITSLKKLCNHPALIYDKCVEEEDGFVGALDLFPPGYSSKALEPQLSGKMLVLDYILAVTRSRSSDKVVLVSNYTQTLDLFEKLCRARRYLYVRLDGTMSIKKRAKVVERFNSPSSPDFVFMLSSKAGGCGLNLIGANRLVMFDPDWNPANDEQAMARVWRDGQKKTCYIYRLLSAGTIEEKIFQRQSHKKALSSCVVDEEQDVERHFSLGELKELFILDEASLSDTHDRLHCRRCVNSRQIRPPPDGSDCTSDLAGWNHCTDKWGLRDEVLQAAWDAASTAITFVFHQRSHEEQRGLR
GSIS activator = GLuc luminescence reporter in INS-1E cells, primary screen for activators of glucose-dependent secretion of insulin; INS-1E GLuc reporter insulin secretion, 2-3 h; actives 0.61% (n = 370,000); activation, % at 16.6 µM;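 active = lowest replicate activation of at least 40%, so every replicate reaches that level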;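 also: 0% = median of neutral control wells and 100% = median of IBMX positive control wells; some compounds called inactive have numbers as strong as hits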
E-selectin induc = E-selectin induction in HUVECs, primary screen, imaging, HUVEC, immunofluorescence imaging, single point; activation, % at 7.58 µM; actives 0.37% (n = 260,000); P16581; normalized: neutral wells 0, TNF-alpha wells 100;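 active = mean E-selectin-positive cell signal at least 10% of the positive control, reached in at least 60% of replicates, without over 20% cell loss; inconclusive = no rule given, readout overlaps actives, possibly toxicity-flagged; inactive = the rest, including those meeting only one limit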;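 also: in these data hits start at about 27%; measured in HUVEC primary endothelial cells; signal is the percent of cells scored E-selectin positive by PE staining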
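Assay system: HUVEC, human umbilical vein endothelial cells / Amount: 3,000 HUVEC/well / Controls: TNF-alpha positive control, DMSO neutral control / Compound dosing: single concentration / Medium: EGM-2 over gelatin coat / Evaluation: percent E-selectin-positive cells / Signal: immunofluorescence imaging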
DENV2 CPE = inhibitors of DENV2 cytopathic effect, primary screen, cell-based, plate reader, single concentration; DENV2-infected cells, cytopathic effect rescue; CPE inhibition, % at 9.99 µM; actives 1.7% (n = 350,000); AID 651640, 2012; in the data active = CPE inhibition above about 20%, passing the limit was not always enough; inconclusive = no clear call, values can overlap the other calls; tested in BHK-21 cells;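 also: 0% = median of neutral control wells and 100% = median of positive control wells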
RAD52 inh = RAD52 DNA annealing inhibitors, primary screen, biochemical, FRET, single point, set 2; recombinant RAD52 DNA annealing, FRET fluorescence; inhibition, % at 18.7 µM; actives 0.46% (n = 360,000); AID 651710, 2012;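 active = every replicate showing at least 50% inhibition; inconclusive = mean inhibition at least 50% but not in every replicate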
CFTR F508del cor = F508del CFTR correction, initial screen, CFBE line, single point | CFBE cells, YFP halide quenching; stimulated with forskolin plus potentiator P3; % fluorescence drop versus neutral controls | activity (quench increase), % at 7.58 µM | actives 0.36% (n = 350,000) | AID 720511, 2013;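 active = mean added fluorescence quench of at least 8% versus neutral control, with both replicates also reaching 8%; inconclusive = only one of the mean or replicate conditions met; inactive = mean below 8% and not both replicates reaching 8%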;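 also: cells transiently co-express mutant CFTR-F508del with the halide-sensitive YFP; corrector assay measuring rescue of mutant channel to the surface after 24 h compound exposure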
XiGFP reactiv = activators of inactive X chromosome reactivation, primary screen, imaging, XiGFP fibroblasts, GFP high-content imaging, set 2. XiGFP mouse fibroblasts, % GFP-positive cells imaging, 3 d; cells co-treated with 5-aza-dC sensitizer; scaled so ellipticine positive control = 100%. activation, % at 7.58 µM. actives 0.055% (n = 360,000). AID 743238, 2013;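 active = mean normalized replicate activation at least 10% and every replicate at or above 10%; inconclusive = only one of the two criteria met; inactive = mean below 10% and not all replicates reach 10%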;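 also: 0% = median of on-plate neutral control wells and 100% = ellipticine 6 µM median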
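Material: XiGFP fibroblasts, SV40-immortalized; Buffer or medium: DMEM containing 5-aza-dC; Compound dosing: single point; Times: 3 days compound exposure.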
CASP6 VEID inh = human caspase-6 inhibitors, primary screen, biochemical, VEID-R110 fluorescence, single point, set 2 | P55212 | purified caspase-6, Z-VEID-R110 cleavage fluorescence | inhibition, % at 12.5 µM | actives 0.53% (n = 350,000);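 active = mean inhibition across replicates at least about 35%, with every replicate also reaching that limit, limit read from the data; inconclusive = only one of the two criteria met; inactive = neither criterion met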;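 also: 0% = median of neutral control wells and 100% = no fluorescence left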
Target sequence (P55212 24-179 limits assumed): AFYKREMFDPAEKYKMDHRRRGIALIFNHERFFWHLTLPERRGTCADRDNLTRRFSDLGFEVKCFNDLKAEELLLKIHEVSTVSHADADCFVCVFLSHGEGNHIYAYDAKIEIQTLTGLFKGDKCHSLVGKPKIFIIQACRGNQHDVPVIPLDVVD
Target sequence (P55212 194-293 limits assumed): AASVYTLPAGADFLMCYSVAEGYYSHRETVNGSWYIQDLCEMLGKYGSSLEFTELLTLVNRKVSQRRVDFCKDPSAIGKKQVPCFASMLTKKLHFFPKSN
Numbers without * were called inactive; & = joins results of further samples.

C[C@H](CO)N1C[C@H](C)[C@@H](CN(C)C(=O)Nc2ccc(C(F)(F)F)cc2)Oc2c(NS(=O)(=O)c3ccccc3)cccc2C1=O was read as RAD54 branch -14, GSIS activator -19&-12, E-selectin induc 0.7&-0.1, DENV2 CPE 9&0, RAD52 inh 9&0, CFTR F508del cor -3.1&-2.4, XiGFP reactiv 0.2&-0.1 and CASP6 VEID inh -1&1.
For Cc1ccc(NC(=O)CSCC(=O)Nc2ccccc2C(=O)N2CCCCC2)cc1 the results were GSIS activator -14, E-selectin induc -1.7, DENV2 CPE -2, RAD52 inh -2, CFTR F508del cor 1.4, XiGFP reactiv -0.1 and CASP6 VEID inh -117.
For O=C1NC[C@@H](CCCCN2C[C@H](Cc3ccc(O)cc3)N(CCc3ccccc3)C(=O)C2=O)N(CCc2ccccc2)C1=O the results were GSIS activator -9, E-selectin induc -0.2, DENV2 CPE 7, RAD52 inh -5, CFTR F508del cor -2.5, XiGFP reactiv 0.0 and CASP6 VEID inh 5.
`C[C@H]1COC(=O)[C@H](CC(=O)OC(C)(C)C)C/C=C\C[C@@H](CC(=O)N[C@@H](CO)Cc2ccccc2)C(=O)N1` gave RAD54 branch 4, E-selectin induc 0.1, DENV2 CPE 9, RAD52 inh -9, CFTR F508del cor -3.0, XiGFP reactiv -0.7 and CASP6 VEID inh 1.
CCCN(C)C[C@H]1Oc2ncc(C#CCOC)cc2C(=O)N([C@@H](C)CO)C[C@H]1C was read as RAD54 branch 7, GSIS activator 0, E-selectin induc 0.9, DENV2 CPE -3, RAD52 inh -3, CFTR F508del cor -4.7, XiGFP reactiv -0.9 and CASP6 VEID inh -1.
CCCCn1c(N)c(N(CCOC)C(=O)C2CCN(C(=O)c3ccc(Cl)cc3)CC2)c(=O)[nH]c1=O was read as RAD54 branch 3, GSIS activator 8, E-selectin induc -0.1, DENV2 CPE -4, RAD52 inh -12, CFTR F508del cor -0.8, XiGFP reactiv -0.1 and CASP6 VEID inh -1.
COc1ccccc1CNC(=O)Nc1nc(C(N)CCc2ccccc2)cs1 (configuration not stated) was read as RAD54 branch 5, GSIS activator -2, E-selectin induc -0.1, DENV2 CPE 18, RAD52 inh -12, CFTR F508del cor -0.9, XiGFP reactiv -0.1 and CASP6 VEID inh -5.
For Cc1noc(C(F)(F)F)c1C(=O)NNC(=O)c1cccc(C(F)(F)F)c1 the results were GSIS activator -23, E-selectin induc -0.1, DENV2 CPE 8, RAD52 inh 0, CFTR F508del cor 0.8, XiGFP reactiv 0.0 and CASP6 VEID inh 0.
For O=C(NCc1ccc2c(c1)OCO2)c1ccc(NS(=O)(=O)c2ccc3c(c2)OCCO3)cc1 the results were RAD54 branch 3, GSIS activator 7, RAD52 inh 1 and CASP6 VEID inh -1.
Screening O=C(NC1CCN(S(=O)(=O)c2ccccc2)CC1)c1ccc(F)cc1 returned RAD54 branch -6, GSIS activator 4, E-selectin induc -0.2, DENV2 CPE -3, RAD52 inh -13, CFTR F508del cor 1.7, XiGFP reactiv 0.2 and CASP6 VEID inh 21.
Screening C/C(CCc1ccc2c(c1)OCO2)=N\NC(=S)NC(C)C returned RAD54 branch 1, GSIS activator 4, E-selectin induc 20, RAD52 inh 8, CFTR F508del cor 0.0, XiGFP reactiv 0.0 and CASP6 VEID inh -2.
Screening CCC(C)C(NC(=O)C1CCC(C)CC1)C(=O)Nc1ccc(OC)cc1OC (configuration not stated) returned RAD54 branch -8, GSIS activator 0, E-selectin induc 2.1, DENV2 CPE -1, RAD52 inh -3, CFTR F508del cor 1.8, XiGFP reactiv 0.6 and CASP6 VEID inh 0.
CO[C@@H]1CN(C)C(=O)c2ccc(NC(=O)NC(C)C)cc2OC[C@H](C)N(Cc2cncnc2)C[C@H]1C was read as GSIS activator -13, E-selectin induc -0.1, CFTR F508del cor 0.3 and XiGFP reactiv 0.2.
For CCCNC(=O)C[C@H]1CC[C@H]2[C@H](COc3ccc(NC(=O)CC)cc3C(=O)N2C)O1 the results were RAD54 branch 0, GSIS activator 7, E-selectin induc -0.1, DENV2 CPE 2, RAD52 inh 6, CFTR F508del cor -2.0, XiGFP reactiv 0.0 and CASP6 VEID inh 4.
Screening CCOc1nc(C)cc(C)c1S(=O)(=O)c1cccc(Cl)c1 returned RAD54 branch -3, GSIS activator -16, E-selectin induc 0.3, DENV2 CPE -2, RAD52 inh -3, CFTR F508del cor -2.7, XiGFP reactiv -0.1 and CASP6 VEID inh 0.
Cc1noc(C)c1NC(=O)N(C)C[C@H]1OCCCC[C@@H](C)Oc2ccc(N(C)C)cc2C(=O)N([C@H](C)CO)C[C@H]1C was read as GSIS activator -9, E-selectin induc 0.0, CFTR F508del cor -3.5 and XiGFP reactiv 0.1.
Screening CSc1ccc(/C=N/NC(=O)c2cccs2)cc1 returned RAD54 branch -9, DENV2 CPE 5, RAD52 inh -19, CFTR F508del cor -4.8, XiGFP reactiv 0.1 and CASP6 VEID inh 1.
For CCOC(=O)C[C@H]1c2cc(F)ccc2S(=O)(=O)N1c1cccc(OC)c1 the results were RAD54 branch -7, GSIS activator -3, E-selectin induc 0.0, DENV2 CPE 10, RAD52 inh -17, CFTR F508del cor 2.1, XiGFP reactiv -0.1 and CASP6 VEID inh 8.
Screening Cc1cccc(C)c1OCC(=O)Nc1ccccc1C(F)(F)F returned RAD54 branch -6, GSIS activator 8, DENV2 CPE 2, RAD52 inh -1, CFTR F508del cor -3.3, XiGFP reactiv 0.1 and CASP6 VEID inh 0.
For C[C@H]1CN([C@@H](C)CO)C(=O)c2cccc(NC(=O)Nc3ccc(F)cc3)c2O[C@H]1CN(C)Cc1ccc(C(F)(F)F)cc1 the results were RAD54 branch -8, GSIS activator -40, E-selectin induc 0.3, DENV2 CPE -6, RAD52 inh 3, CFTR F508del cor -0.3, XiGFP reactiv -1.0 and CASP6 VEID inh 1.

Brought forward from above: 2 entries, followed by the next part.
Screening Cc1cccc(C)c1OCC(=O)Nc1ccccc1C(F)(F)F returned RAD54 branch -6, GSIS activator 8, DENV2 CPE 2, RAD52 inh -1, CFTR F508del cor -3.3, XiGFP reactiv 0.1 and CASP6 VEID inh 0.
For C[C@H]1CN([C@@H](C)CO)C(=O)c2cccc(NC(=O)Nc3ccc(F)cc3)c2O[C@H]1CN(C)Cc1ccc(C(F)(F)F)cc1 the results were RAD54 branch -8, GSIS activator -40, E-selectin induc 0.3, DENV2 CPE -6, RAD52 inh 3, CFTR F508del cor -0.3, XiGFP reactiv -1.0 and CASP6 VEID inh 1.
`O=C(/C=C/c1ccc(Cl)cc1)NCc1ccncc1` gave RAD54 branch -5, GSIS activator -13, E-selectin induc 1.0 and XiGFP reactiv -0.1.
Screening C[C@H](CO)N1C[C@H](C)[C@H](CN(C)Cc2ccncc2)Oc2ccc(NS(=O)(=O)c3cn(C)cn3)cc2CC1=O returned RAD54 branch 6, GSIS activator 4, DENV2 CPE -7, RAD52 inh -4, CFTR F508del cor -1.3, XiGFP reactiv -0.8 and CASP6 VEID inh 3.
CCOC(=O)c1[nH]c2ccc(OC)cc2c1NC(=O)CCN1CCSCC1 was read as GSIS activator 1, DENV2 CPE -5, RAD52 inh -9, CFTR F508del cor -0.9, XiGFP reactiv -0.1 and CASP6 VEID inh -1.
Screening C[C@H](CO)N1C[C@H](C)[C@@H](CN(C)S(=O)(=O)c2ccc(Cl)cc2)Oc2c(NS(=O)(=O)c3ccccc3)cccc2C1=O returned RAD54 branch 6, GSIS activator 7, E-selectin induc 0.3, DENV2 CPE 6, RAD52 inh 12, CFTR F508del cor -0.8, XiGFP reactiv -1.2 and CASP6 VEID inh 1.
Screening CN(C)C(=O)c1ccc(-c2ccccc2[C@H]2[C@@H](C#N)N(C(=O)C3CCCCC3)[C@@H]2CO)cc1 returned GSIS activator -3, E-selectin induc 0.0, DENV2 CPE 6, RAD52 inh -15, CFTR F508del cor 3.5, XiGFP reactiv 0.1 and CASP6 VEID inh -1.
Screening COc1ccc2c3c(n(C)c2c1)[C@@H](CO)N(Cc1ccc2c(c1)OCO2)CC31CCN(C(=O)c2ccc3c(c2)OCO3)CC1 returned GSIS activator 8, E-selectin induc -0.5, DENV2 CPE 11, CFTR F508del cor 0.9 and XiGFP reactiv 0.1.
Screening Cc1ccc(NC(=O)CCn2cnc3ccccc3c2=O)cc1 returned RAD54 branch 9, GSIS activator 2, E-selectin induc -0.9, DENV2 CPE -4, RAD52 inh -9, CFTR F508del cor 0.9, XiGFP reactiv 0.0 and CASP6 VEID inh 2.
COc1ccc(NC(=O)CN(C)S(=O)(=O)c2ccc3c(c2)CC(C)N3C(C)=O)c(OC)c1 (configuration not stated) was read as RAD54 branch 0, GSIS activator 4, DENV2 CPE inconclusive, RAD52 inh -11, CFTR F508del cor 1.5, XiGFP reactiv 0.0 and CASP6 VEID inh 1.
For O=C(CCSCc1ccccc1F)N1CCN(c2ccccn2)CC1 the results were GSIS activator 11, DENV2 CPE 15, RAD52 inh -12, CFTR F508del cor 2.3 and CASP6 VEID inh 0.
CCOC(=O)c1cc(C)nc(Sc2ccc(C)cc2)c1C#N was read as RAD54 branch 1, GSIS activator 3, E-selectin induc 0.4, DENV2 CPE 1, RAD52 inh -8, CFTR F508del cor 4.8, XiGFP reactiv 0.0 and CASP6 VEID inh -4.
Screening Cc1cc(SCC(=O)N2CCCC2=O)nc2c(C)cccc12 returned RAD54 branch 2, GSIS activator -3, DENV2 CPE inconclusive, RAD52 inh -5, CFTR F508del cor -3.4, XiGFP reactiv 0.0 and CASP6 VEID inh 1.
O=C(O)CCC(=O)Nc1cccc2cccnc12 was read as GSIS activator 15, E-selectin induc 0.0, DENV2 CPE -1, RAD52 inh -9, CFTR F508del cor -0.1, XiGFP reactiv -0.1 and CASP6 VEID inh -2.
For Cc1noc(C)c1S(=O)(=O)Nc1ccc2c(c1)C(=O)N([C@H](C)CO)C[C@H](C)[C@H](CN(C)Cc1ccc(Oc3ccccc3)cc1)O2 the results were RAD54 branch 21, GSIS activator -3, E-selectin induc -6.1, DENV2 CPE 3, RAD52 inh 16, CFTR F508del cor 0.8, XiGFP reactiv 1.3 and CASP6 VEID inh 3.
CCC(C)NC(=O)C1CCN(C(=O)c2ccccc2)CC1 (configuration not stated) was read as RAD54 branch -1, GSIS activator 18, DENV2 CPE -8, RAD52 inh -17, CFTR F508del cor -4.4 and CASP6 VEID inh 0.
Cc1ccc(S(=O)(=O)N2CCC(C(=O)NCc3cccnc3)CC2)cc1 was read as RAD54 branch 4, GSIS activator -20, DENV2 CPE -1, RAD52 inh 8, CFTR F508del cor 1.5 and CASP6 VEID inh -2.
`CCc1cnc(N2[C@H](C#N)[C@H](c3ccc(C4=CCCC4)cc3)[C@H]2CO)s1` gave RAD54 branch -3, GSIS activator -4, E-selectin induc -0.3, DENV2 CPE 15, RAD52 inh -19, CFTR F508del cor -3.3, XiGFP reactiv 0.0 and CASP6 VEID inh 0.

Screening results: PubChem, Broad Institute
